EZH2 inh = inhibitors of human EZH2/PRC2 methyltransferase | PRC2 H3K27 methylation, DELFIA TRF, 1 h | actives 0.35% (n = 57,000) | inhibition, % at 12.5 µM | AID 651548;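 active = mean inhibition of replicates at least 50% and every single replicate also reaching 50%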;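 also: dimethyl H3K27 on biotinylated H3 21-44 peptide detected by antibody; plate controls were median neutral control wells for no effect and median positive control wells for full effect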
Target sequence (Q15910 whole entry, looked up): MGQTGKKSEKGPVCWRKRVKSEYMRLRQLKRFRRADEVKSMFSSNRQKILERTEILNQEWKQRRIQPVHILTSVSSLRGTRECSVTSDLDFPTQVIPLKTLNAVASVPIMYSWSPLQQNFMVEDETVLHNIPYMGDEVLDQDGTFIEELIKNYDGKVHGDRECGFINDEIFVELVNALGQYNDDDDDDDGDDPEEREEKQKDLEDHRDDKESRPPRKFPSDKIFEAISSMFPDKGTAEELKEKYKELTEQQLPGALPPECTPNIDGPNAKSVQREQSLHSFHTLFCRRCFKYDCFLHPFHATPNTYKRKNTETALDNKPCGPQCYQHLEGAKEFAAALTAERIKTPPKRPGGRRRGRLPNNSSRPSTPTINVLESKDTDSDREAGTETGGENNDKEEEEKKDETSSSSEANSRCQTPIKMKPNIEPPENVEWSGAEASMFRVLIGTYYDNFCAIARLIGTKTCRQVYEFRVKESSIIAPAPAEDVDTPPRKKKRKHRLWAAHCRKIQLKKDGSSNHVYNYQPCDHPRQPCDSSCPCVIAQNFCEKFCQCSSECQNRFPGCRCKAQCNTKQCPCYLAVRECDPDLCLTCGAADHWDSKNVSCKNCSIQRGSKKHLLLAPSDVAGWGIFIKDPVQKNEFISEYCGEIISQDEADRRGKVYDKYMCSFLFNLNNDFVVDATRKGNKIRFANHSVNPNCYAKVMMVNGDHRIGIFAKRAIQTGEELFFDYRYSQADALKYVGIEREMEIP
IDH1 mut inh = IDH1 R132H (human) inhibition; actives 0.18% (n = 70,000); AID 624101; IDH1 R132H reductase, diaphorase/resazurin fluorescence, 60 min; O75874; inhibition, % at 10 µM; in the data active = inhibition above about 34%;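 also: 0% = DMSO and 100% = no enzyme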
The depositor's hits bear a star; x = no result given.

SMILES	EZH2 inh	IDH1 mut inh
C[C@@H]1CCCCO[C@@H](CN(C)C(=O)Nc2ccc(C(F)(F)F)cc2)[C@@H](C)CN([C@H](C)CO)C(=O)c2cc(NS(=O)(=O)c3cccs3)ccc2O1	x	1.3
CCCC#Cc1ccc2c(c1)O[C@@H](CN(C)C(=O)NCCC)[C@@H](C)CN([C@H](C)CO)S2(=O)=O	x	-0.5
Cc1ccc(S(=O)(=O)N(C)CC(=O)Nc2ncc(C(F)(F)F)cc2Cl)cc1	1	-0.7
C[C@H](CO)N1C[C@H](C)[C@@H](CN(C)C(=O)Nc2ccc(C(F)(F)F)cc2)Oc2c(NS(=O)(=O)c3cn(C)cn3)cccc2C1=O	x	-0.9
Cc1nn(Cc2cccc(C(=O)Nc3ccccc3F)c2)c(C)c1Cl	12	-0.7
COc1ccc(N(Cc2cc3cc(C)ccc3[nH]c2=O)C(=O)c2ccccc2)cc1	-8	0.4
Cc1ccccc1S(=O)(=O)N[C@@H]1CC[C@H](CCn2cc(-c3ccccc3)nn2)O[C@H]1CO	-7	0.2
CNC[C@@H]1Oc2ccc(NC(=O)Nc3ccc(C(F)(F)F)cc3)cc2C(=O)N([C@@H](C)CO)C[C@H]1C	-4	1.2
C[C@@H]1CN([C@H](C)CO)C(=O)c2cccc(NS(=O)(=O)c3ccccc3)c2O[C@@H]1CN(C)S(=O)(=O)c1ccc(Cl)cc1	x	1.5
CO[C@@H]1CN(C)C(=O)c2cc(NC(=O)Nc3ccc(Cl)cc3)ccc2OC[C@H](C)NC[C@H]1C	-4	0.1
C[C@@H]1CCCCO[C@H](CN(C)C(=O)CCCN(C)C)[C@@H](C)CN([C@@H](C)CO)C(=O)c2cc(NC(=O)Nc3cccc4ccccc34)ccc2O1	x	-11
COC(=O)c1ccccc1NC(=O)CSc1nnc(-c2ccco2)n1-c1ccccc1	17	0.2
CC(=O)N[C@@H](CSC/C=C(\C)CC/C=C(\C)CC/C=C(\C)CCC=C(C)C)C(=O)O	12	0.1
Cn1c(SCc2nc(-c3ccc(Cl)cc3)no2)nnc1-c1cccs1	18	-0.1
C[C@@H]1CCCCO[C@H](CN(C)C(=O)c2ccncc2)[C@H](C)CN([C@H](C)CO)C(=O)c2cc(NS(=O)(=O)c3cccs3)ccc2O1	x	1.9
CCOc1ccccc1NC(=O)CN1C(=O)C(=O)c2ccccc21	3	0.1
C[C@@H]1CCCCO[C@@H](CN(C)C(=O)CCCN(C)C)[C@H](C)CN([C@H](C)CO)C(=O)c2cc(NC(=O)NC3CCCCC3)ccc2O1	x	9.6
C[C@@H]1CN([C@H](C)CO)C(=O)c2c(c3ccccc3n2C)-c2ccccc2CO[C@H]1CN(C)C(=O)[C@H]1CCCN1C	-6	-1.0
CO[C@H]1CN(C)C(=O)c2ccc(NC(C)=O)cc2OC[C@@H](C)N(Cc2ccccn2)C[C@@H]1C	-5	0.0
COCC(=O)Nc1ccc2c(c1)C(=O)N(C)C[C@@H](OC)[C@@H](C)CN(C(=O)CC1CC1)[C@H](C)CO2	1	0.0
Cc1ccc(NC(=O)c2ccc(NCc3cccnc3)c([N+](=O)[O-])c2)cc1Cl	3	0.2
Cc1noc(C)c1S(=O)(=O)Nc1ccc2c(c1)C(=O)N([C@H](C)CO)C[C@H](C)[C@H](CN(C)C(=O)Nc1cccc3ccccc13)O2	x	0.2
COc1ccc(-n2c(/C=C/N(C)C)c([N+](=O)[O-])c3ccc(OC(C)=O)c(COC(C)=O)c32)cc1	x	3.6
CC(C)NC(=O)Nc1ccc2c(c1)C(=O)N([C@H](C)CO)C[C@@H](C)[C@H](CN(C)Cc1ccc(C(=O)Nc3ccccc3N)cc1)O2	-12	0.4
COCC(=O)N(C)C[C@H]1Oc2cc(-c3cccc(F)c3)ccc2S(=O)(=O)N([C@H](C)CO)C[C@H]1C	-3	0.2

3 records picked at random from the list so far, as already listed:
SMILES	EZH2 inh	IDH1 mut inh
COc1ccc(-n2c(/C=C/N(C)C)c([N+](=O)[O-])c3ccc(OC(C)=O)c(COC(C)=O)c32)cc1	x	3.6
Cc1ccc(S(=O)(=O)N(C)CC(=O)Nc2ncc(C(F)(F)F)cc2Cl)cc1	1	-0.7
C[C@@H]1CCCCO[C@H](CN(C)C(=O)c2ccncc2)[C@H](C)CN([C@H](C)CO)C(=O)c2cc(NS(=O)(=O)c3cccs3)ccc2O1	x	1.9

Some of the entries so far, as labelled records.
Cc1ccc(NC(=O)c2ccc(NCc3cccnc3)c([N+](=O)[O-])c2)cc1Cl
- EZH2 inh = 3
- IDH1 mut inh = 0.2

CO[C@@H]1CN(C)C(=O)c2cc(NC(=O)Nc3ccc(Cl)cc3)ccc2OC[C@H](C)NC[C@H]1C
- EZH2 inh = -4
- IDH1 mut inh = 0.1

Cn1c(SCc2nc(-c3ccc(Cl)cc3)no2)nnc1-c1cccs1
- EZH2 inh = 18
- IDH1 mut inh = -0.1

CO[C@H]1CN(C)C(=O)c2ccc(NC(C)=O)cc2OC[C@@H](C)N(Cc2ccccn2)C[C@@H]1C
- EZH2 inh = -5
- IDH1 mut inh = 0.0

Next results follow:
SMILES	EZH2 inh	IDH1 mut inh
C[C@@H]1CN([C@@H](C)CO)C(=O)c2ccccc2-c2ccccc2CO[C@H]1CN(C)S(=O)(=O)c1cccs1	1	x
C[C@@H]1CN([C@H](C)CO)C(=O)c2cccc(NC(=O)Nc3cccc4ccccc34)c2O[C@@H]1CN(C)S(=O)(=O)c1ccccc1	-24	x
O=C(CN(C1CCCCC1)S(=O)(=O)c1ccc(Br)cc1)Nc1c(F)cccc1F	-4	-0.3
CCOC(=O)N(C)C[C@H]1OCc2ccccc2-c2ccccc2C(=O)N([C@@H](C)CO)C[C@@H]1C	-11	-2.4
COc1ccc(S(=O)(=O)N[C@@H]2CC[C@H](CC(=O)NCCc3ccccc3)O[C@H]2CO)cc1	7	0.3
CO[C@H]1CN(C)C(=O)c2ccc(NS(=O)(=O)CC(F)(F)F)cc2OC[C@@H](C)N(Cc2nccs2)C[C@H]1C	11	0.3
C[C@H]1CN([C@@H](C)CO)C(=O)Cc2cc(NS(C)(=O)=O)ccc2O[C@@H]1CN(C)Cc1ccc(Oc2ccccc2)cc1	x	0.3
CO[C@H]1CN(C)C(=O)c2ccc(NS(=O)(=O)c3ccccc3)cc2OC[C@@H](C)N(C(=O)NC(C)C)C[C@H]1C	11	-0.1
Cc1ccc(S(=O)(=O)N(C)C[C@@H]2Oc3ncc(C#CC(C)(C)O)cc3C(=O)N([C@H](C)CO)C[C@@H]2C)cc1	x	0.0
Cc1ccc(S(=O)(=O)N(C)C[C@@H]2Oc3ccc(NC(=O)NC(C)C)cc3CC(=O)N([C@@H](C)CO)C[C@H]2C)cc1	0	-0.7
C[C@@H]1CN([C@@H](C)CO)S(=O)(=O)c2ccc(C#CC3CC3)cc2O[C@@H]1CN(C)C(=O)c1cnccn1	-1	-14
COc1ccc(C(=O)NC(CC(C)C)C(=O)O)cc1 (stereo not drawn)	-9	x
C[C@@H]1CN([C@H](C)CO)C(=O)c2cc(-c3ccccc3)cnc2O[C@H]1CN(C)C(=O)Nc1ccccc1	x	0.0
C[C@H](CO)N1C[C@H](C)[C@H](CN(C)C(=O)Nc2ccc(C(F)(F)F)cc2)Oc2ccc(NC(=O)CCC(F)(F)F)cc2C1=O	-8	0.0
COc1ccc(OC)c(-n2c(=S)[nH]c3cc(C(=O)Nc4ccc(C)c(Cl)c4)ccc3c2=O)c1	6	-0.3
C[C@H](CO)N1C[C@H](C)[C@@H](CN(C)Cc2ccncc2)Oc2ccc(NS(=O)(=O)c3ccccc3)cc2C1=O	-3	2.7
COc1ccc(NC(=O)Nc2ccc3c(c2)CC(=O)N([C@H](C)CO)C[C@H](C)[C@@H](CN(C)C(=O)NC2CCCCC2)O3)cc1	-11	3.3
CCc1c(C)sc(NC(=O)C2CC(c3cc(Cl)c(OC)cc3OC)=NO2)c1C#N (stereo not drawn)	16	-0.3
C[C@@H]1CCCCO[C@@H](CN(C)Cc2ccc(C(=O)O)cc2)[C@@H](C)CN([C@@H](C)CO)C(=O)c2cc(NC(=O)Nc3ccc(F)cc3)ccc2O1	x	0.7
COc1ccc2cc(CCC(C)=O)ccc2c1	20	-0.1
C[C@H](NC(=O)C[C@H]1C[C@H]2c3cc(N(C)C)ccc3O[C@H]2[C@H](CO)O1)c1ccccc1	-7	-5.5
COc1ccc(C(=O)c2oc3ccccc3c2NC(=O)COc2ccc(C)cc2)cc1	x	1.2
COc1cc2nc3occc3c(OC)c2cc1OCC(OC(C)=O)C(C)(C)OC(C)=O (stereo not drawn)	6	0.1
CC(C)(O)CCC(=O)C(C)(O)C1C(O)CC2(C)C3CC=C4C(CC(OC5OC(CO)C(O)C(O)C5O)C(O)C4(C)C)C3(C)CCC12C (stereo not drawn)	15	-0.1
CO[C@@H]1CN(C)C(=O)c2ccc(NC(=O)c3cnccn3)cc2OC[C@H](C)NC[C@@H]1C	7	-0.2
(continued)
SMILES	EZH2 inh	IDH1 mut inh
CCCNC(=O)N(C)C[C@H]1Oc2cc(C#C[C@@H](C)O)ccc2S(=O)(=O)N([C@@H](C)CO)C[C@H]1C	3	x
O=C(Nc1cccc(Cl)c1)N[C@H]1CC[C@H](CCNC(=O)C2CCCCC2)O[C@@H]1CO	1	0.1
O=C(Nc1ccccc1)N[C@H]1CC[C@@H](CCn2cc(C3(O)CCCC3)nn2)O[C@@H]1CO	-20	-0.2
C[C@@H]1CCCCO[C@@H](CN(C)Cc2ccc(Cl)c(Cl)c2)[C@H](C)CN([C@H](C)CO)C(=O)c2cc(NC(=O)C3CCCCC3)ccc2O1	x	-0.1
CC(C)CC#Cc1ccc2c(c1)O[C@@H](CN(C)C(=O)c1ccccc1F)[C@H](C)CN([C@@H](C)CO)S2(=O)=O	x	0.0
CO[C@H]1CN(C)C(=O)c2cc(NC(=O)c3cccc(F)c3)ccc2OC[C@@H](C)N(C(C)=O)C[C@H]1C	11	0.0
CS(=O)(=O)N(CC(=O)Nc1cc(Cl)ccc1Oc1ccccc1)c1ccc(F)c(Cl)c1	11	0.3
CC(C)C(=O)Nc1ccc([N+](=O)[O-])c(C(F)(F)F)c1	x	1.6
C[C@H]1CN([C@@H](C)CO)C(=O)c2cccc(NS(=O)(=O)c3cccs3)c2O[C@@H]1CN(C)Cc1ccncc1	x	3.7
O=C(Cc1ccccn1)NCC[C@@H]1CC[C@@H](NS(=O)(=O)c2ccccc2)[C@@H](CO)O1	0	0.4
Cc1noc(C)c1S(=O)(=O)N(C)C[C@@H]1Oc2ccc(NS(=O)(=O)c3cn(C)cn3)cc2CC(=O)N([C@@H](C)CO)C[C@H]1C	x	0.7
CCCNC(=O)N(C)C[C@@H]1Oc2ncc(C#CC(C)C)cc2C(=O)N([C@H](C)CO)C[C@H]1C	-9	-0.8
CN(C)CC(=O)Nc1ccc2c(c1)[C@H]1C[C@@H](CC(=O)NCCN3CCCCC3)O[C@@H](CO)[C@H]1O2	-5	0.4
Cc1ccc(S(=O)(=O)Nc2ccc3c(c2)CC(=O)N([C@H](C)CO)C[C@@H](C)[C@H](CN(C)S(=O)(=O)c2cccs2)O3)cc1	x	2.9
O=C(Nc1ccccc1F)N[C@H]1CC[C@@H](CCNC(=O)C2CC2)O[C@H]1CO	-11	-0.1
O=C(N[C@@H]1CC[C@@H](CCNS(=O)(=O)c2cccc(Cl)c2)O[C@H]1CO)c1ccc(F)cc1	14	0.3
COc1cccc(C(=O)Nc2ccc3c(c2)C(=O)N(C)C[C@@H](OC)[C@@H](C)CN(CC2CC2)[C@@H](C)CO3)c1	5	-0.1
COc1ccccc1S(=O)(=O)N(C)C[C@H]1OCc2cn(nn2)CCCC(=O)N([C@H](C)CO)C[C@@H]1C	0	1.1
O=C(CSc1nnc(-c2ccc(Cl)cc2)n1-c1ccccc1)Nc1ccccc1C(F)(F)F	4	0.6
C[C@@H]1CN([C@H](C)CO)C(=O)c2cc(-c3ccccc3F)cnc2O[C@H]1CN(C)C(=O)C1CCCCC1	x	-0.8
C[C@@H]1CN([C@@H](C)CO)C(=O)c2cc(NC(=O)Cn3cnnn3)ccc2O[C@@H]1CN(C)Cc1ccc(Oc2ccccc2)cc1	4	-0.2
CC(=O)Nc1ccc(S(=O)(=O)Nc2cccc(-c3cn4ccc(C)cc4n3)c2)cc1	x	-0.8
CC(=O)c1ccc(NC(=O)CSc2nc3cc(C)c(C)cc3[nH]2)cc1	-2	-0.1
CCCN(C)C[C@@H]1Oc2ncc(-c3ccccc3)cc2C(=O)N([C@@H](C)CO)C[C@@H]1C	0	-0.3
COCC(=O)Nc1ccc2c(c1)[C@@H]1C[C@@H](CC(=O)N3CCOCC3)O[C@H](CO)[C@@H]1O2	-1	-1.3
CC(C)C(=O)NC(c1cccc([N+](=O)[O-])c1)c1c(O)ccc2ccccc12 (stereo not drawn)	7	0.2
CC(C)CC(NC(=O)N1CCCCCC1)C(=O)NC(Cc1cn(C)c2ccccc12)C(=O)NC(Cc1ccccn1)C(=O)O (stereo not drawn)	x	1.8
Cc1noc(C)c1NC(=O)Nc1ccc2c(c1)C(=O)N([C@@H](C)CO)C[C@H](C)[C@H](CN(C)Cc1ccncc1)OCCCC[C@H](C)O2	x	6.6
COc1ccc(NC(=O)N(C)C[C@@H]2OCCCC[C@H](C)Oc3ccc(NS(=O)(=O)c4c(C)noc4C)cc3C(=O)N([C@H](C)CO)C[C@@H]2C)cc1	x	5.4
CCC(Sc1nnc2c(n1)[nH]c1ccccc12)C(=O)N1c2ccccc2Sc2ccccc21 (stereo not drawn)	-18	0.1

Screening results: PubChem BioAssay, Broad Institute

Some of the compounds tested; count on the stated rates, not on these rows.
